Assay outcomes from PubChem BioAssay.
ASM inhibitor: human S-ASM enzyme inhibition; P17405; placental ASM, HMU-PC fluorogenic substrate, 60 min; Potency, µM (highest dose often 57.5 µM), inactives show at the top dose activity change, negative = inhibition, most hits filed as inhibitors; 340,000 tested, 0.006% active; note: potency is the fitted concentration of half-maximal effect
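Fluorogenic HMU-PC substrate (9 uM final) is turned over by placental ASM in 60 min at 37 C after a 10 min compound preincubation. Reaction ended by alkaline stop (pH 10), with fluorescence read at 386/447 nm.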
TRPV1 ag: agonists of human vanilloid receptor 1 (TRPV1); Q8NER1; TRPV1-expressing cells, Fluo-8 calcium influx, agonist mode; activation, % at 8.33 µM; 320,000 tested, 0.19% active; AID 540275; in the data active = activation above about 80%; inconclusive = between about 30% and that limit; note: 0% is about no effect
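Cells expressing TRPV1 were dye-loaded with Fluo-8 and read kinetically: 10 s baseline, 3 min after compound (agonist portion), then 2 min after EC20 capsaicin (allosteric enhancer portion). Calcium-bound dye fluorescence at 480/520 nm.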
uPA surface inh: cell surface uPA generation inhibition; cell surface uPA generation assay, qHTS; Potency, µM (doses to about 38.3 µM), without a hit: at the highest dose activity change, negative = inhibition, actives largely listed as inhibitors; 330,000 tested, 0.31% active; active = well fitted inhibition curve with a large enough effect; inconclusive = small, poorly fitted or top-dose-only effect; inactive = no such curve, though single readings can be large or run the other way; tested in mouse RAW 264.7 cells; note: potency is the fitted concentration of half-maximal effect; % is set by controls: 0 for no effect and ±100 for the full control effect; nearly all actives have a fitted effect of over 55% in size
p53 reactivator: restores transcriptional activity of mutant p53; H1299 p53-A138V BP100-luciferase reporter, luminescence, 24 h; Potency, µM (doses to about 92.2 µM), inactives show at the highest dose activity change, positive = activation, most hits filed as activators; 320,000 tested, 0.063% active; AID 504706; note: potency is the fitted concentration of half-maximal effect; % of control where 0% means no effect; nearly all actives have a fitted effect of over 45% in size
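H1299 (p53-null), stable ts p53-A138V + BP100-Luc; 1000 cells/well, Opti-MEM/10% FBS; cpd 4 pt, 1:5; 24 h, 37 deg C, 5% CO2; detection reagent 10 min RT; luminescence.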
ELG1 genotox: inducers of genotoxicity in HEK293T ELG1-luciferase cells; HEK293T ELG1-luciferase reporter, luminescence, 16 h; Potency, µM (top dose mostly 46 µM), without a hit: at the highest dose activity change, positive = activation, actives largely listed as activators; 330,000 tested, 1.3% active; note: potency is the fitted concentration of half-maximal effect; % of control where 0% means no effect; nearly all actives have a fitted effect of over 60% in size
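After overnight (16 hr) compound treatment at 37 °C, ELG1-luciferase HEK293T cells were lysed with ONE-Glo; luminescence quantified 30 min later at room temperature.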
USP2a block: USP2a (human) protease inhibition | USP2 core, Ub-CHOP2 coupled fluorogenic reporter, 485/531 | AID 463254 | Potency, µM (top dose mostly 38.3 µM), for the others: at the top dose activity change, negative = inhibition, actives largely listed as inhibitors | 330,000 tested, 0.01% active | O75604;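 note: potency is the fitted concentration of half-maximal effect; plate controls were DMSO wells for no effect and full inhibition by NEM control for full effect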
Target sequence (O75604 whole entry, looked up): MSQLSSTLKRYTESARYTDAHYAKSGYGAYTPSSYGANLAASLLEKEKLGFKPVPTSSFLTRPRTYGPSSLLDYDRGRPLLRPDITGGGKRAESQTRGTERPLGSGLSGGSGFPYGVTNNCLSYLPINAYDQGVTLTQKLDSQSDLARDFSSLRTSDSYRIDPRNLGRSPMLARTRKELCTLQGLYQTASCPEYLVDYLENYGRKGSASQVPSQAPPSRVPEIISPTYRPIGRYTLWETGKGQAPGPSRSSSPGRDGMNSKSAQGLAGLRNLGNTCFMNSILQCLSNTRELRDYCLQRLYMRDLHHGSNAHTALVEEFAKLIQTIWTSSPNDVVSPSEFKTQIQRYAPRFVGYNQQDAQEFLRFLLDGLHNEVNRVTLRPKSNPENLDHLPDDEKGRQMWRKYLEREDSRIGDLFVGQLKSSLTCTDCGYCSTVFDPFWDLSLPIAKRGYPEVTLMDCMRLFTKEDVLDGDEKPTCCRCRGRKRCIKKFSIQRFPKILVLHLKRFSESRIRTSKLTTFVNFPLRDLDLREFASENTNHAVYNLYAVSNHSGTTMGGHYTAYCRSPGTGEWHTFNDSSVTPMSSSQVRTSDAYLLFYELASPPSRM
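USP2 core (10nM final) preincubated 30min RT with compound in 20mM Tris-HCl pH 8.0, 2mM CaCl2, 2mM beta-mercaptoethanol, 0.05% CHAPS; 25nM Ub-CHOP2 plus 25nM reporter substrate added, fluorescence (Ex485/Em531) read after 60min.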
B2AR arrestin: beta2AR (human) beta-arrestin recruitment activity; 330,000 tested, 0.02% active; beta-arrestin recruitment to beta2AR, cell-based reporter; P07550; Potency, µM (series often up to 46.1 µM), without a hit: at the top dose activation, actives largely listed as activators;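 note: potency is the fitted concentration of half-maximal effect; 0% = DMSO controls and full agonism = EC100 isoproterenol or metaproterenol; nearly all actives have a fitted effect of over 65% in size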
Target sequence (P07550 whole entry, looked up): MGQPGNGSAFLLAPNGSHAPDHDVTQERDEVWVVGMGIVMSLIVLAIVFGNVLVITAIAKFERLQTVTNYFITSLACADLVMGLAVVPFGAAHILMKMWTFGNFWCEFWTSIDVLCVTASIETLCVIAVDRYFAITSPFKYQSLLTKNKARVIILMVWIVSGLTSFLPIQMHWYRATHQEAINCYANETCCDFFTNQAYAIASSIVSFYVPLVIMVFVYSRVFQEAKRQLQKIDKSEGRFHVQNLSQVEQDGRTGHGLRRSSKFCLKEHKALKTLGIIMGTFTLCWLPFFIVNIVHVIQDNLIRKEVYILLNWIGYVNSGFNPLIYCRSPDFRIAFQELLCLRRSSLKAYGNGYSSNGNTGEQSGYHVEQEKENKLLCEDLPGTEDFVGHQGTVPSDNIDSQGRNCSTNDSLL
PTAP TSG101 blk: blocks PTAP/TSG101 interaction to inhibit HIV-1 budding. Q99816. Fluorescence polarization, FITC-PTAP peptide / Tsg101 binding. Potency, µM (highest dose often 115 µM), for the others: top-dose activity change, negative = inhibition, usual class: inhibitors. 340,000 tested, under 10 active. AID 493005; active = well fitted inhibition curve with a large enough effect in the main read-out, with a control signal flat, not every such curve was filed as active; inconclusive = small, poorly fitted or top-dose-only effect, or effect the other way, or a change in a side signal; inactive = no such curve, though single readings can be large or run the other way; note: potency is the fitted concentration of half-maximal effect; % of control where 0% means no effect
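Fluorescence polarization binding of Tsg101 binding domain (10 uM final) to FITC-labeled PTAP peptide (50 nM final) in HEPES pH 7.5 buffer with NaCl, Tween 20, EDTA, TCEP. Compounds added before peptide; binding 20 min at RT.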
BRCA1 expr act: BRCA1 expression activation; MCF7-BRCA1-FFLuc reporter, luminescence, 48 h; response scale: scaled: vehicle 0%, 10 µM genistein 100%; 380,000 tested, 1.1% active; AID 624202; Potency, µM (highest dose often 46.1 µM), inactives show at the highest dose activation, most hits filed as activators; note: potency is the fitted concentration of half-maximal effect; nearly all actives have a fitted effect of over 80% in size; some results filed as inactive show a strong effect at the top dose
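Using MCF7 cells harboring a BRCA1 firefly luciferase reporter, plated 2 h before compound pinning, the screen measured luminescence after 48 h incubation. Responses were normalized to DMSO and 10 microM genistein, then fitted for concentration-effect.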
Eya2 inh: Eya2 (human) phosphatase inhibition | O00167 | recombinant Eya2, OMFP fluorescence dephosphorylation (OMFP is methylfluorescein phosphate) | Potency, µM (titrated, usually from 76.9 µM), without a hit: top-dose activity, negative = inhibition, most hits filed as inhibitors | 330,000 tested, 0.006% active | AID 488837; note: potency is the fitted concentration of half-maximal effect; % is set by controls: 0 for no effect and ±100 for the full control effect
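Eya2 (0.2 uM) preincubated 10 min at ambient with compound, then OMFP substrate added at 50 uM; 10 min reaction in 50 mM HEPES pH 7.5, 50 mM NaCl, 5 uM MgCl2, 0.05% BSA, 1 mM DTT. Fluorescence read at Ex 485/Em 525 nm.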
a7 integrin act: integrin-mediated muscular dystrophy alleviation activation; alpha7betagal myoblasts, beta-gal FDG fluorescence, 48 h; Potency, µM (highest dose often 38.3 µM), for inactives: at the highest dose activation, most hits filed as activators; 350,000 tested, 0.064% active; AID 624291;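 note: potency is the fitted concentration of half-maximal effect; 100% = response of the positive control SU9516; nearly all actives have a fitted effect of over 60% in size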
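Alpha7betagal+/- myoblasts (passage 13) were plated 16-24 hr, then exposed to compounds (1:260 dilution of DMSO stock) for 48 hours at 37C. After MPER lysis, β-galactosidase reporter activity was read as FDG fluorescence (ex 480/em 540) after 30 minutes.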
Active calls of the source: *; ? = inconclusive; / = no result given; & = joins results of further samples; [ ] = another dose, or the depositor's remark. Unless noted, calls come from the whole dose curve; as a rule, active = well fitted curve in the direction sought with a large enough effect; inconclusive = small, poorly fitted or top-dose-only effect, or another doubt; inactive = no such curve, though single readings can be large; an effect the other way counts as inactive or inconclusive.

SMILES	ASM inhibitor	TRPV1 ag	uPA surface inh	p53 reactivator	ELG1 genotox	USP2a block	B2AR arrestin	PTAP TSG101 blk	BRCA1 expr act	Eya2 inh	a7 integrin act
CC(C)CC1Nc2ncnc(N3CCN(c4ccccn4)CC3)c2N(Cc2ccc(Br)cc2)C1=O (centres undefined)	0%	?	?	-2%	9%	4%	-0.3%	-2%	-38%&-64%	8%	-9%
CC(C)OP(=O)(c1ccc(N(C)C)cc1)C(O)c1ccc(N(C)C)cc1 (centres undefined)	-11%	4	15%	2%	0%	-6%	-0.4%	-2%	-16%	-15%	1%
CCCNC(=O)C1(S(=O)(=O)c2ccccc2)CC=CC1	2%	-6	3%	9%	2%	1%	-1.0%	-1%	0%	1%	-16%
Cc1cccc(NC(=O)CSc2nc3ccc(N4C(=O)c5ccccc5C4=O)cc3s2)c1C	2%	-1	/	-6%	7%	1%	-0.1%	-4%	-14%	9%	-20%
CSC1=NC(=O)/C(=C/c2ccc(SC)cc2)S1	17%	1	-11%	?	8%	8%	0.0%	-1%	133%	1%	-19%
Cc1c(C(=O)N/N=C/c2ccncc2)no[n+]1[O-]	-1%	1	1%	4%	3%	2%	-0.6%	-2%	2%	2%	-15%
C=CCn1c(SCC(=O)NC2CCCC2)nc2scc(-c3ccco3)c2c1=O	-3%	?	0%	1%	-2%	0%	-0.1%	0%	-42%	-20%	3%
CCOC(=O)c1c(/N=C/N(C)C)sc(C(=O)OC)c1C	7%	0	-16%	-6%	-1%	-4%	-1.0%	-4%	-29%	-14%	25%
Nc1ncc(Br)cc1S(=O)(=O)N1CCCCCC1	-1%	-4	0%	9%	-10%	3%	-0.9%	-3%	16%	-2%	?
Cc1ccc(S(=O)(=O)N2CCCCCC2)cc1C(=O)NCc1ccccn1	4%	-1	0%	-1%	-7%	1%	-1.1%	1%	-18%	-1%	45%
O=C(C1=C(Nc2ccccc2)c2ccccc2S(=O)(=O)N1)c1ccccc1	-18%	10	5%	3%	-2%	-4%	-0.8%	0%	-25%	-6%	12%
O=C(CCC(=O)c1ccc(F)cc1)Nc1cccc(Br)c1	-1%	4	-27%	-5%	-2%	-1%	-0.5%	0%	-12%	17%	-23%
Cc1ccc(NC(=S)N(CCN2CCOCC2)Cc2cc3cc4c(cc3[nH]c2=O)OCCO4)cc1	-2%	9	?	1%	2%	2%	-0.9%	0%	0%	-5%	9%
Cc1ccc(OCC(=O)Nc2ccc(CN3CCCCC3)cc2)c(C)c1	0%	2	-1%	8%	-3%	9%	0.2%	0%	1%	-3%	-10%
Cc1cc(C)nc(NC(=O)CSc2nccc(C)n2)n1	3%	0	12%	2%	0%	-5%	-0.3%	-3%	17%	3%	1%
COc1cc2sc3ccc(C#Cc4ccccn4)cc3c(=O)c2cc1OC	136%[activator]	/	-13%	/	/	/	/	2%	35%	/	32%
Cc1nsc(Nc2ccc([N+](=O)[O-])cc2)c1C#N	-6%	24	-7%	0%	-6%	1%	-0.8%	-9%	-3%	-1%	18%
CCN(C(=O)COC(=O)c1cc(-c2cccc3ccccc23)nc2ccccc12)C1CCS(=O)(=O)C1 (centres undefined)	30%	3	-5%	-7%	-2%	1%	-0.4%	-4%	-17%	3%	-13%
O=C(CCl)NNC(=O)c1c(O)c2ccccc2[nH]c1=O	-1%	-3	-6%	-10%	-13%	-1%	3.6%	-3%	-66%	10%	-58%[inhibitor]
CC(=O)Nc1c(C(=O)O)ccc(C)c1OCc1ccccc1	2%	/	1%	/	/	/	/	-4%	-4%	/	6%
CC(C)n1nnnc1SCC(=O)N1CCN(Cc2ccc3c(c2)OCCO3)CC1	0%	25	5%	-1%	-1%	-2%	0.1%	-5%	0%	7%	-8%
Cc1nc(C(F)(F)F)ccc1C(=O)NCC(O)c1ccccc1 (centres undefined)	3%	7	10%	?	17%	4%	-0.3%	-6%	2%	8%	16%
Cc1ccc(CNC(=O)C(=O)NCCC2CCCCN2S(=O)(=O)c2ccccc2)cc1 (centres undefined)	2%	?	-3%	-5%	-3%	0%	-0.3%	-2%	-29%	3%	-4%
Cc1cccc(NC(=O)c2ccc(S(=O)(=O)N(C)c3ccccc3)cc2)n1	1%	/	3%	7%	-9%	-1%	-0.6%	-6%	-32%	3%	-21%
Cc1ccc(N2C(=O)c3n[nH]c(C)c3C2c2cccnc2)cc1 (centres undefined)	0%	-2	2%	19%	1%	0%	-0.2%	-4%	-7%	6%	14%[7.66 µM]
O=S(=O)(Cc1ccccc1Cl)c1ncn[nH]1	-1%	0	-3%	1%	-1%	2%	-0.7%	-4%	8%	2%	8%
O=C(COC(=O)COc1ccccc1F)Nc1ccc(Cl)cn1	-3%	-1	1%	-5%	-2%	-5%	-0.8%	-7%	-6%	8%	-5%
O=C(c1ccc(S(=O)(=O)NCc2ccco2)cc1)N1CCCC(C(F)(F)F)C1 (centres undefined)	-1%	4	-25%	0%	0%	-1%	-1.1%	-6%	-18%	-3%	-25%
O=C(NCC1CCCN(C(=O)c2cccnc2)C1)c1ccc(-c2ccccc2)cc1 (centres undefined)	-1%	1	-1%	-4%	-3%	-4%	0.3%	-4%	-1%	-3%	-32%
Cc1nn(C)c(C)c1NC(=O)c1ccc(Br)o1	6%	3	1%	-3%	-10%	1%	-0.3%	-1%	-2%	1%	8%
CC[C@]12c3[nH]c4cc(-c5ccco5)ccc4c3CCN1C(=O)[C@@H](CC(=O)NCCC1=CCCCC1)C[C@@H]2C(=O)N1CCN(C(=O)C2CC2)CC1	16%	/	?	-2%	-3%	3%	0.4%	-1%	0%	6%	-2%
CCCS(=O)(=O)N1CCC(C(=O)NCC2CCCO2)CC1 (centres undefined)	0%	-1	-3%	1%	0%	-2%	-0.3%	0%	-12%	11%	20%
CC(SCc1ccccc1)C(=O)N/N=C/c1ccc(OCC(=O)NCc2ccco2)cc1 (centres undefined)	-3%	3	-8%	-1%	-12%	2%	-2.5%	0%	-15%	0%	-16%
COC(=O)c1ccc(C(=O)N2CCCC(Nc3ccc(C(C)C)cc3)C2)nc1 (centres undefined)	3%	83*	3%	-2%	-4%	3%	0.2%	-1%	0%	-6%	40%
O=C(COC(=O)c1ccc(S(=O)(=O)C(F)F)cc1)NC(=O)NC1CCCCC1	-2%	-1	3%	-3%	3%	0%	-0.1%	-1%	5%	24%	9%
CC(=O)N1c2ccc(S(=O)(=O)N(C)CC(=O)Nc3cccc(C)c3)cc2CC1C (centres undefined)	8%	2	-6%	1%	0%[9.26 µM]	1%	3.9%	-4%	5%	6%	-30%
Cc1nnc(N(C)C(=O)c2ccccn2)s1	1%	0	5%	7%	3%	4%	-0.6%	-1%	3%	10%	9%
Oc1c(Cl)cc(Cl)cc1C1Nc2ccccc2-n2cccc21 (centres undefined)	-1%	0	6%	0%	5%	4%	-1.0%	-3%	-1%	13%	7%
Cc1cc(NC(=S)N(CCN2CCCCC2)Cc2ccco2)ccc1Cl	1%	-5	-9%	-6%	-6%	-2%	-0.1%	-3%	-29%	-16%	-8%
Cn1c(=O)c2c(nc(N3CCCCCC3)n2Cc2cccc3ccccc23)n(C)c1=O	?	6	4%	-2%	-9%	2%	0.2%	-3%	-68%	-1%	13%
C=C(C)C(=O)OC1(C(F)(F)F)Oc2cc(C)ccc2NC1=O (centres undefined)	-2%	14	-12%	-65%[inhibitor]	?	1%	?	-3%	-58%	-33%	-9%
CC(C)CNC(=O)CN(C)S(=O)(=O)c1ccc(F)cc1	4%	4	-10%	-5%	0%	1%	14%	0%	1%	-5%	2%
Cc1ccc2cc(CCNC(=O)c3ccc4c(c3)OCO4)c(=O)[nH]c2c1	-2%	2	16%	1%	-23%	3%	-0.3%	0%	-1%	7%	-16%
COc1cc(OC)nc(Oc2ccccc2C(=O)Oc2ccc(C)cc2)n1	-6%	6	10%	3%	0%	-1%	-0.1%	-4%	-1%	-1%	19%
CCOC(=O)c1c(C)noc1CP(=O)(c1ccccc1)c1ccccc1	0%	5	-2%	-9%	1%	2%	-0.9%	-6%	-1%	5%	-15%
CCOC(=O)C(=O)CC(=O)c1ccc2c(c1)OCCO2	5%	1	-1%	22%	?	2%	0.2%	-3%	39%	11%	-1%

Hits appear at their usual frequency; any-hit rate near 2.6%.
